SENP1 inh – human SENP1 catalytic domain inhibitors, primary screen, biochemical, FRET, uHTS | Sentrin-specific protease 1 (Homo sapiens), Q9P0U3 | recombinant SENP1 catalytic domain, CyPet-SUMO1-YPet FRET cleavage | inhibition, % at 10 µM | 360,000 tested, 0.21% active | AID 624204, 2012;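 active = inhibition at least 30% at 10 µM, raw YFP signal under a set limit, fluorescence ratio 0.5 to 1.5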;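 note: 0% = enzyme with DMSO and 100% = no enzyme wells; some results filed as inactive read as strong as hits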
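Material – human SENP1 catalytic domain · Input – SENP1 enzyme, 20 pM final · Compound dosing – single concentration of 10 µM compound, 0.5% DMSO final · Timing – enzyme reaction for 50 min at room temperature, dark · Measured by – FRET fluorescence in CFP and YFP emission channels · Control set – no-enzyme wells low, DMSO-plus-enzyme wells high control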
SENP6 inh – SENP6 protease inhibitors, primary screen, biochemical, luminescence, uHTS | Recombinant SENP6 catalytic domain, aminoluciferin luminescence | Sentrin-specific protease 6 (Homo sapiens), Q9GZR1 | AID 2599, 2010 | 330,000 tested, 1.8% active | inhibition, % at 10 µM;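 active = inhibition above about 50% at the single tested dose, limit read from the data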;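 note: plate controls were DMSO wells with enzyme for no effect and DMSO wells lacking enzyme for full effect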
hIAP activ – human IAP activators, primary screen, biochemical, luminescence, uHTS; purified human IAP, CDP-Star luminescence, 30 min; hits give high values; 1 = vehicle-only enzyme, 0 = enzyme-free background; activation factor at 10 µM; AID 2524, 2010; 330,000 tested, 0.16% active;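 active = activation factor of the enzyme at least 2-fold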; note: the source names both 10 and 20 µM as test concentration; values of inactives mirror those of a sister screen read the other way
Target sequence (P09923 whole entry, looked up): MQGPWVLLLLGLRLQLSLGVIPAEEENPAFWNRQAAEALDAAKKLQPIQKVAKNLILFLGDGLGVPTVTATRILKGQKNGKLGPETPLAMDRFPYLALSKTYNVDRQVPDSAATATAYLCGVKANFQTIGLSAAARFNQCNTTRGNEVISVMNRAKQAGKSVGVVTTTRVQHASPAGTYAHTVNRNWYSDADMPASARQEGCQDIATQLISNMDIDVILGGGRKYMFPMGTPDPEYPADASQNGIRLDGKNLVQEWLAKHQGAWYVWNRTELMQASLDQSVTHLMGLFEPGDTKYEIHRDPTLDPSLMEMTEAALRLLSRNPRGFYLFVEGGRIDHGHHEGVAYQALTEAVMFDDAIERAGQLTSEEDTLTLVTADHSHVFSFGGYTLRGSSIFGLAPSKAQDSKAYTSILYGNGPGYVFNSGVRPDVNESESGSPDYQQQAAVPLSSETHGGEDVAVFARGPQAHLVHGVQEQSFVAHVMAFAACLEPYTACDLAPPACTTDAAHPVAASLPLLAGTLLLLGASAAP
GRIN3A LBD mod – binders of NR3A ligand-binding domain, primary screen, biophysical, differential scanning fluorimetry, uHTS; Glutamate receptor ionotropic, NMDA 3A (GRIN3A) ligand-binding domain; NR3A LBD differential scanning fluorimetry, Tm shift; 0% = protein alone, 100% = glycine-bound protein; Tm shift relative to glycine control, % at 25 µM; 340,000 tested, 2.5% active; AID 1259313, 2017;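 active = melting temperature shift of at least 10% of the positive control shift, at one fixed dose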
SENP8 block – human SENP8 protease inhibitors, primary screen, biochemical, fluorescence, Nedd8 protein substrate, uHTS; 360,000 tested, 0.64% active; inhibition, % at 20 µM; AID 602440, 2012; recombinant SENP8; in the data active = inhibition mostly above about 40%, no sharp cut-off; inactive = mostly below about 27%
ATG4B inh – ATG4B protease inhibitors, primary screen, biochemical, fluorescence, uHTS | AID 504462, 2011 | inhibition, % at 8.33 µM | 340,000 tested, 0.51% active | ATG4B cleavage of LC3-PLA2, NBD-HPC fluorescence, 1 h; in the data active = inhibition above about 40%
Target sequence (Q9Y4P1 whole entry, looked up): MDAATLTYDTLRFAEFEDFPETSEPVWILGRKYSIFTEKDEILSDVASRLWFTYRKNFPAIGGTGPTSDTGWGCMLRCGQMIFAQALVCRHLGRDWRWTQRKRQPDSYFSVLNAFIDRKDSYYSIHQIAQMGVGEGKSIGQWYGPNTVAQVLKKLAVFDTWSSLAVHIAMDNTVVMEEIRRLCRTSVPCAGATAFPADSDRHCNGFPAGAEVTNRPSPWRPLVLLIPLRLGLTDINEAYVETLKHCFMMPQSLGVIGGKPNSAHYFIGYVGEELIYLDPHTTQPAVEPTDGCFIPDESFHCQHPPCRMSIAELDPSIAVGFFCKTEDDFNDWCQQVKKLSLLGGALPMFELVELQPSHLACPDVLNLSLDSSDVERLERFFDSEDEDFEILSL
PfG6PD inh – PfG6PD enzyme inhibitors, primary screen, biochemical, fluorescence intensity, uHTS. glucose-6-phosphate dehydrogenase-6-phosphogluconolactonase (Plasmodium falciparum 3D7). PfGluPho enzyme, NADPH resazurin-diaphorase fluorescence. inhibition, % at 20 µM. 350,000 tested, 0.78% active. AID 504690, 2011;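 active = inhibition reaching at least a set limit at 20 µM in the primary screen, cut at about 59% in these data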;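 note: 0% = DMSO wells with substrate and 100% = DMSO wells lacking glucose-6-phosphate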
MPTP inh – mitochondrial permeability transition pore inhibitors, primary screen, biochemical, isolated mouse mitochondria, absorbance; Ca2+ swelling absorbance, 30 min; 360,000 tested, 1.4% active; inhibition, % at 10 µM; AID 602449, 2012;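 active = inhibition of 50% or more, scaled per plate between neutral and stimulator controls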;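 note: 0% = DMSO wells given calcium and 100% = 1 mM EGTA wells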
* marks the source's active call; other numbers are inactive results; nt = not tested or not shown.

SMILES	SENP1 inh	SENP6 inh	hIAP activ	GRIN3A LBD mod	SENP8 block	ATG4B inh	PfG6PD inh	MPTP inh
COc1ccc(C2Nc3ccccc3C(=O)N2c2ccc(F)cc2)cc1CSc1ccccn1 (stereo not given)	1	-4	0.86	-4	-321	-6	-7	0.4
COc1ccc(-n2c(SCC(=O)NC3CCCCC3)nc3ccsc3c2=O)cc1	2	1	0.9	1	12	-6	0	0.4
Cc1cccc(C)c1N=C1SC(CC(=O)Nc2c(C)cccc2C)C(=O)N1CCc1ccccn1 (stereo not given)	2	-17	1.1	2	13	5	11	-3.0
COc1cc2c(cc1OC)CN(c1ccc([N+](=O)[O-])cc1C#N)CC2	-12	-5	1	-2	-70	-11	0	1.8
Cc1ccc(NC(=O)c2ccccc2-c2ccc(C(F)(F)F)cc2)cc1S(=O)(=O)N1CCOCC1	-3	-17	1.1	0	13	5	16	1.2
COc1ccccc1/C=C\C=N\n1c(-c2ccc(Cl)cc2Cl)n[nH]c1=S	1	2	1.3	-9	7	1	-3	-0.1
CSC1=C(C#N)C(CC(C)C)C(C(C)=O)=C(C)N1 (stereo not given)	-5	-12	0.99	0	-13	-5	-3	0.9
O=C(/C=C/c1ccccn1)c1cc(Cl)cc(Cl)c1O	-78	-2	0.87	-1	-66	-1	-5	1.3
CCOC(=O)C1Nc2ccc(Br)cc2C2C=CCC12 (stereo not given)	-7	-12	0.73	1	59*	1	6	0.6
CN1CCC(=O)N([C@H](CSc2ccc(Br)cc2)Cc2ccccc2)CC1	-2	17	1	0	8	-4	21	4.9
CC(=O)Nc1ccc(NC(=O)C2CCCN(S(=O)(=O)c3ccc(Cl)cc3)C2)cc1 (stereo not given)	-2	-20	0.92	0	6	4	-9	-1.6
CC[C@]12c3[nH]c4cc(-c5ccco5)ccc4c3CCN1C(=O)[C@@H](CC(=O)NCc1ccco1)C[C@@H]2C(=O)N1CCN(C(=O)c2ccco2)CC1	-17	nt	nt	0	-357	nt	22	-2.5
O=C(O)c1cccc(S(=O)(=O)N(Cc2ccccc2)c2cccc(C(F)(F)F)c2)c1	-1	10	0.99	-15	4	4	-48	0.7
CCCN1CCN(C(=O)CN2C(=O)COc3ccc(S(=O)(=O)N(CC)CC)cc32)CC1	1	-6	1.2	-6	4	10	-12	1.2
NC(=O)CN1C(=O)C(O)(CC(=O)c2ccccc2O)c2ccccc21 (stereo not given)	-1	nt	nt	1	-3	-13	-3	-0.7
CC(C)(C)c1cc[n+](C2=C([O-])c3ccccc3C(=O)/C2=N\S(=O)(=O)c2cccs2)cc1	3	66*	0.97	0	106*	20	44	2.9
O=C1CC(c2ccccc2)CC(O)=C1C=NCCN1CCN(C(=S)Nc2cccc(Cl)c2)CC1 (stereo not given)	-1	-2	0.91	4	13	-26	12	1.5
O=C(COC(=O)CCc1ccc(S(=O)(=O)N2CCOCC2)cc1)NC1CCCCCC1	1	-16	0.82	-5	3	-9	10	5.1
CC1CC(C)CN(CCCNC(=O)C2CCCN(c3nnc(N4CCCC4=O)s3)C2)C1 (stereo not given)	0	11	1.2	0	31	-8	-15	-7.0
CCOc1ccc(CC(=O)Nc2c(C(N)=O)oc3ccc(Br)cc23)cc1OCC	-2	-21	0.96	-4	5	-5	-2	0.0
O=C(c1ccco1)N(Cc1cccs1)C1CCS(=O)(=O)C1 (stereo not given)	1	-19	1.1	-2	16	-2	-18	-1.6
CC(=O)C1=C(O)C(=O)N(c2cccnc2)C1c1cccc([N+](=O)[O-])c1 (stereo not given)	-1	4	1.1	-1	6	8	-4	-1.4
C=CCOc1ccc(/C=N/n2cncn2)cc1OC	4	6	0.89	0	-44	0	-11	-0.5
O=C(NNC(=S)Nc1ccccc1C(F)(F)F)c1cccnc1	1	-2	1.4	-1	-2	-1	-18	-1.0
O=C(CNC(=O)c1ccccc1Br)N/N=C/c1cc(Br)ccc1O	-102	-21	1.1	-2	-257	-3	-34	3.4
CN(C)S(=O)(=O)c1cccc(NC(=S)N/N=C/C2CC=CCC2)c1 (stereo not given)	-1	-9	1	-2	2	-13	59	-1.2
COc1ccc(CCN2C(=O)CC(C(N)=O)SC2=Nc2ccccc2)cc1 (stereo not given)	2	3	0.97	0	10	-5	4	1.5
Cc1nn(C)cc1S(=O)(=O)N1CCCCC1C (stereo not given)	0	-7	1.1	-1	8	6	-6	-0.4
CC(=O)Nc1cc(S(=O)(=O)C(F)(F)F)ccc1Cl	-1	-9	0.95	9	17	7	0	-1.8
Cc1oc(-c2ccccc2F)nc1CN1CCC(C(=O)NC2CC2)CC1	-11	-1	1	3	-12	-1	-6	3.3

Nothing new here: entries from further up.
SMILES	SENP1 inh	SENP6 inh	hIAP activ	GRIN3A LBD mod	SENP8 block	ATG4B inh	PfG6PD inh	MPTP inh
NC(=O)CN1C(=O)C(O)(CC(=O)c2ccccc2O)c2ccccc21 (stereo not given)	-1	nt	nt	1	-3	-13	-3	-0.7
CC(C)(C)c1cc[n+](C2=C([O-])c3ccccc3C(=O)/C2=N\S(=O)(=O)c2cccs2)cc1	3	66*	0.97	0	106*	20	44	2.9
O=C1CC(c2ccccc2)CC(O)=C1C=NCCN1CCN(C(=S)Nc2cccc(Cl)c2)CC1 (stereo not given)	-1	-2	0.91	4	13	-26	12	1.5
O=C(COC(=O)CCc1ccc(S(=O)(=O)N2CCOCC2)cc1)NC1CCCCCC1	1	-16	0.82	-5	3	-9	10	5.1
CC1CC(C)CN(CCCNC(=O)C2CCCN(c3nnc(N4CCCC4=O)s3)C2)C1 (stereo not given)	0	11	1.2	0	31	-8	-15	-7.0
CCOc1ccc(CC(=O)Nc2c(C(N)=O)oc3ccc(Br)cc23)cc1OCC	-2	-21	0.96	-4	5	-5	-2	0.0
O=C(c1ccco1)N(Cc1cccs1)C1CCS(=O)(=O)C1 (stereo not given)	1	-19	1.1	-2	16	-2	-18	-1.6
CC(=O)C1=C(O)C(=O)N(c2cccnc2)C1c1cccc([N+](=O)[O-])c1 (stereo not given)	-1	4	1.1	-1	6	8	-4	-1.4
C=CCOc1ccc(/C=N/n2cncn2)cc1OC	4	6	0.89	0	-44	0	-11	-0.5
O=C(NNC(=S)Nc1ccccc1C(F)(F)F)c1cccnc1	1	-2	1.4	-1	-2	-1	-18	-1.0
O=C(CNC(=O)c1ccccc1Br)N/N=C/c1cc(Br)ccc1O	-102	-21	1.1	-2	-257	-3	-34	3.4
CN(C)S(=O)(=O)c1cccc(NC(=S)N/N=C/C2CC=CCC2)c1 (stereo not given)	-1	-9	1	-2	2	-13	59	-1.2
COc1ccc(CCN2C(=O)CC(C(N)=O)SC2=Nc2ccccc2)cc1 (stereo not given)	2	3	0.97	0	10	-5	4	1.5
Cc1nn(C)cc1S(=O)(=O)N1CCCCC1C (stereo not given)	0	-7	1.1	-1	8	6	-6	-0.4

Next part:
Short forms – A = SENP1 inh; B = SENP6 inh; C = hIAP activ; D = GRIN3A LBD mod; E = SENP8 block; F = ATG4B inh; G = PfG6PD inh; H = MPTP inh
compound: CN(CCC#N)C(=O)COC(=O)c1ccc2c(c1)C(=O)N(C1CCCCC1)C2=O
  A: 2	B: -7	C: 1.3	D: 2	E: 1	F: -6	G: 2	H: -0.4

compound: CCOc1ccccc1N(CC(=O)O)S(=O)(=O)c1ccccc1
  A: 2	B: -14	C: 1.1	D: 1	E: 24	F: -8	G: -1	H: -1.0

compound: O=C(Nc1cccc(S(=O)(=O)N2CCOCC2)c1)c1ccc(N2CCCC2=O)cc1
  A: 2	B: -19	C: 1.1	D: 0	E: 3	F: 3	G: -7	H: -0.8

compound: CCCNC(=O)N1CCN(C(=O)NCCC)CC1
  A: 2	B: -1	C: 1	D: 1	E: 11	F: -9	G: -4	H: -1.8

compound: CC(C)Cn1nc(C(=O)N2CCc3ccccc32)c2ccccc2c1=O
  A: 1	B: -12	C: 0.94	D: 3	E: 1	F: 2	G: 15	H: 0.9

compound: Cc1cccc(C)c1OC(=O)Cc1ccccc1[N+](=O)[O-]
  A: 0	B: -6	C: 0.82	D: 9	E: 11	F: 6	G: 7	H: 0.6

compound: Cc1nc(N2CCN(S(=O)(=O)c3ccccc3C#N)CC2)c2c(-c3cccs3)csc2n1
  A: -21	B: 2	C: 0.95	D: -2	E: 11	F: -9	G: 15	H: 2.6

compound: Cc1cc(C)cc(-n2ccnc2SCC(=O)c2c(N)n(C3CC3)c(=O)[nH]c2=O)c1
  A: -2	B: 0	C: 0.89	D: -2	E: 2	F: -1	G: 7	H: -0.1

compound: COc1ccc(CCNC2=C(Cl)C(=O)N(Cc3ccccc3)C2=O)cc1OC
  A: -19	B: -8	C: 0.85	D: 3	E: -40	F: -7	G: 1	H: 39

compound: CN(CCc1ccccn1)c1ccccc1
  A: 1	B: nt	C: nt	D: -1	E: 7	F: 1	G: -6	H: -0.7

compound: O=C(C1CCN(S(=O)(=O)c2ccc(Cl)cc2)CC1)N1CCN(c2ccccn2)CC1
  A: 1	B: 0	C: 1	D: -2	E: -29	F: -13	G: 2	H: -1.5

compound: O=S(=O)(c1cccc2nsnc12)N1CCN(C/C=C\c2ccccc2)CC1
  A: 2	B: -14	C: 0.99	D: 1	E: 5	F: -8	G: -17	H: 2.5

compound: CCC(C(=O)Nc1ccc2c(c1)OCCO2)n1nnc2ccccc2c1=O (stereo not given)
  A: 0	B: 13	C: 1	D: -2	E: 4	F: -3	G: -5	H: 0.2

compound: CCOc1cccc(-c2c(C(=O)N/N=C/c3ccc(Br)cc3)nnn2-c2nonc2N)c1
  A: 1	B: -9	C: 0.92	D: 17*	E: 11	F: -10	G: 10	H: -1.9

compound: COC(=O)c1ccc[n+](CC(=O)c2ccc(Br)cc2)c1
  A: -11	B: 10	C: 0.97	D: 1	E: 11	F: 5	G: -6	H: 1.5

compound: Cn1cnnc1SC1c2cccc3cccc(c23)C1NS(=O)(=O)c1ccccc1 (stereo not given)
  A: 1	B: -22	C: 0.97	D: 5	E: 5	F: -11	G: -50	H: 0.1

compound: C=CS(=O)(=O)N(Cc1ccc(Cl)c(Cl)c1)C[C@@H](O)CO
  A: 1	B: nt	C: nt	D: -4	E: 9	F: -2	G: 14	H: -1.4

compound: Cc1ccsc1C(=O)OCC(=O)NCc1ccccc1
  A: 1	B: -6	C: 1.2	D: 2	E: 7	F: 12	G: -12	H: -0.8

compound: O=c1c2c(n3nnnc3n1-c1ccccc1)-c1ccccc1CC21CCCC1
  A: -3	B: -6	C: 1.1	D: -4	E: -60	F: 1	G: -2	H: 4.8

compound: S=C(Nc1cc(Cl)ccc1Cl)Nn1cnnc1
  A: 2	B: -4	C: 0.96	D: -2	E: 17	F: 4	G: 54	H: 12

compound: Nc1c(Br)cc2c(c1Br)C(O)c1ccccc1-2 (stereo not given)
  A: 1	B: nt	C: nt	D: 7	E: 15	F: 11	G: 1	H: 2.0

compound: COc1cc(/C=C(\C#N)C(=O)N2CCc3ccccc32)ccc1O
  A: -49	B: 14	C: 0.78	D: 2	E: 14	F: -4	G: -4	H: 3.0

compound: CC(C)(C)c1ccc(C(=O)NCc2ccccc2)cc1
  A: 1	B: -21	C: 0.99	D: -1	E: 18	F: -9	G: 5	H: -0.3

compound: CN1CCN(C(=O)c2ccc(COc3ccc(Cl)cc3Cl)cc2)CC1
  A: 4	B: -2	C: 1	D: -7	E: 12	F: 5	G: -4	H: -0.7

Screens: PubChem BioAssay, Sanford-Burnham Center for Chemical Genomics

Rows were taken by chance; about 6.7% have a hit in one of these screens.
